AGP1-GFP MLPCN: alters AGP1-GFP fluorescence in TOR pathway yeast screen; S. cerevisiae AGP1-GFP multiplex flow cytometry, 3 h; GFP as percent of DMSO wells; GFP response vs DMSO, % at 10 µM; 320,000 compounds, 0.02% hits; AID 2066;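 active = GFP response relative to DMSO above a set limit, near screen average plus 3 SD, cut at about 150% in these data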;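 also: median GFP channel fluorescence of the gated AGP1 strain per well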
MEP2 TOR yeast: alters MEP2-GFP fluorescence in TOR pathway yeast screen | S. cerevisiae MEP2-GFP strain, flow cytometry GFP, 3 h; 100% = DMSO control level | GFP response vs DMSO, % at 10 µM | 330,000 compounds, 0.51% hits | AID 2016;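 active = GFP response versus DMSO above a set limit, roughly screen mean plus 3 SD, cut at about 180% in these data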;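 also: median GFP fluorescence of the barcode-gated MEP2-GFP cells per well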
GRK2 inh: human GRK2 inhibition via aptamer displacement | 330,000 compounds, 0.59% hits | P25098 | bead flow cytometry, FAM-aptamer displacement from GRK2 | AID 488847 | inhibition of aptamer binding, % at 10 µM;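 active = inhibition of aptamer binding above 40%, roughly 3 SD of noise, on plates passing a quality check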;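 also: median bead fluorescence of bound FAM aptamer so fluorescent compounds give negative values; no value below 0 was filed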
Target sequence (P25098 whole entry, looked up): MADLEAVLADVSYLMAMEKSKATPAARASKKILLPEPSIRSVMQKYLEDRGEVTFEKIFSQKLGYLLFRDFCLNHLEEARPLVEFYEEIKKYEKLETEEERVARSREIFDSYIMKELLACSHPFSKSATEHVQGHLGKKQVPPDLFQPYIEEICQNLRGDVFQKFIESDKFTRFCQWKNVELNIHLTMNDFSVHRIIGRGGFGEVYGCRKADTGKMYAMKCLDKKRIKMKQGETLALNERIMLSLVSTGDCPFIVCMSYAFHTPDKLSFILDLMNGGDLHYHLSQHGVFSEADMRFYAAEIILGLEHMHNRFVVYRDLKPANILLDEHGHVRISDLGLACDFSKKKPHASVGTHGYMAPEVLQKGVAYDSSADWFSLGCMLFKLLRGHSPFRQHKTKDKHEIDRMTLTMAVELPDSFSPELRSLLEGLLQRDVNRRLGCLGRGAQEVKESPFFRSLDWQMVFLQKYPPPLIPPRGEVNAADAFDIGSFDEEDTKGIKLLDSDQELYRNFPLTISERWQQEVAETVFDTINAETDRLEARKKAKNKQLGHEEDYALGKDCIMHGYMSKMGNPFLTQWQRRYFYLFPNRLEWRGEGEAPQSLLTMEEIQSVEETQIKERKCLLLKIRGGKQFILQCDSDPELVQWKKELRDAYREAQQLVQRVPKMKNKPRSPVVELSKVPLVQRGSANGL
CIT2-GFP yeast: yeast TOR pathway CIT2-GFP modulation; S. cerevisiae CIT2-GFP strain, flow cytometry, 3 h; 100 means same as DMSO wells; AID 2029; 320,000 compounds, 0.065% hits; GFP response vs DMSO, % at 10 µM;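 active = GFP response relative to DMSO above a set limit, near the screen mean plus 3 SD, cut at about 150% in these data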;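 also: ratio of well median GFP fluorescence to mean of DMSO wells on the plate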
CR mimetic SO: caloric restriction mimetics inhibiting age-related superoxide in yeast | S. cerevisiae aged cells, superoxide DHE fluorescence; active compounds read low | superoxide response (% of plate mean), % at 10 µM | AID 2690 | 330,000 compounds, 0.18% hits;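 active = superoxide response under a set limit, about three screen SD below normal, cut at about 65% in these data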;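 also: yeast aged for seven days with compound at 30 °C before DHE staining; 100% = average MFI of all compound-treated wells on the plate with controls excluded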
VLA-4 inh: inhibition in a human VLA-4 binding assay; inhibition, % (about 7 µM as worked out from the volumes in the protocol); P13612; VLA-4 expressing cells, ligand binding flow cytometry; 330,000 compounds, 0.2% hits; in the data active = inhibition above about 50%
LAP4 TOR yeast: modulators of TOR pathway LAP4-GFP in S. cerevisiae; GFP response vs DMSO, % at 10 µM; S. cerevisiae LAP4-GFP multiplex, flow cytometry GFP, 3 h; median GFP as percent of DMSO wells; 320,000 compounds, 0.34% hits; AID 2023;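 active = GFP response vs DMSO above a set limit, about the screen mean plus 3 SD, cut at about 150% in these data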
RPL19A TOR yeast: alters RPL19A-GFP fluorescence in TOR pathway yeast screen; S. cerevisiae RPL19A-GFP strain, flow cytometry, 3 h; active compounds read low; AID 2025; 330,000 compounds, 0.3% hits; percent response vs DMSO, % at 10 µM;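 active = percent response vs DMSO below 50%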;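 also: median channel GFP fluorescence of the barcoded RPL19A-GFP strain; ratio of sample median GFP to plate DMSO average so 100% = DMSO; lower means less RPL19A-GFP as with rapamycin TOR inhibition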
Active calls of the source: *; . = not tested or not shown.

SMILES	AGP1-GFP MLPCN	MEP2 TOR yeast	GRK2 inh	CIT2-GFP yeast	CR mimetic SO	VLA-4 inh	LAP4 TOR yeast	RPL19A TOR yeast
COC(=O)c1cccc(NC(=S)N2CCN(c3ccccc3F)CC2)c1	101	100	0	98	93	-9	103	98
CC1(C)CC(=O)C2=C(C1)N(c1ccccc1)C(N)=C(C#N)C2c1ccccc1 (stereo not drawn)	103	101	0	112	103	4	101	101
C/C(=N/NS(=O)(=O)c1ccccc1)c1ccc(NC(=O)C2CC2)cc1	88	106	4	.	105	1	84	102
O=C(NCC1CCCCC1)c1cccc(S(=O)(=O)N2CCCC2)c1	97	99	7	100	93	10	98	100
Cc1ccc(/C=N/NC(=O)c2cccs2)o1	95	101	2	99	101	7	93	103
O=C(O)/C=C/C(=O)Nc1ccc2c(c1)C(=O)c1ccccc1C2=O	108	108	2	106	132	-4	102	100
COc1ccc(OC)c2[nH]c(=O)c(CCNC(=O)c3ccc(S(=O)(=O)N4CCCCC4)cc3)cc12	100	101	1	96	103	6	103	101
CCOc1ccc(N2C(=O)C(CC(=O)Nc3ccccc3)N(Cc3ccccn3)C2=S)cc1 (stereo not drawn)	97	96	21	97	98	5	100	92
CC(=O)Nc1ccc(NS(=O)(=O)c2ccc(CN3C(=O)c4cccnc4C3=O)cc2)cc1	101	100	1	100	97	9	106	100
COCCN(Cc1cc2cc(C)ccc2[nH]c1=O)S(=O)(=O)c1ccc(Cl)cc1	98	97	7	102	104	17	93	98
CCOC(=O)c1c(NC(=S)NC(=O)c2ccco2)sc2c1CCCC2	92	95	0	91	98	2	88	99
CN1CCN(C(=O)C2=C[C@@H](c3csc4ccccc34)C[C@@H](OCc3ccc(CO)cc3)O2)CC1	92	92	2	121	109	40	106	100
O=C(Nc1cccc(F)c1)NC1CC2CCCC(C1)N2C1CC1 (stereo not drawn)	102	100	0	109	98	-4	95	100
O=C(CSc1nnc(-c2ccccc2)c(-c2ccccc2)n1)NCC1CCCO1 (stereo not drawn)	97	97	0	101	98	-10	94	99
Cc1ccc(CNC(=O)[C@H](C)NC(=O)C2CCN(C(=O)[C@@H]3CCCN3C(=O)OC(C)(C)C)CC2)cc1	109	107	0	107	82	-18	101	101
Cc1cc(=S)cc(C)n1CCO	98	98	4	100	105	-6	86	103
O=C(CSC(=S)N1CCCCC1)Nc1ncc2c(n1)CC(c1ccco1)CC2=O (stereo not drawn)	119	103	0	104	103	16	112	105
CC(=O)c1ccc(NC(=O)CSc2nccn2C)cc1	107	95	1	92	107	-2	117	97
Cc1cccc(N2C(=O)CC(N3CCC(c4nc5ccccc5[nH]4)CC3)C2=O)c1 (stereo not drawn)	101	95	0	94	93	9	102	97
C[C@H](CO)N1C[C@H](C)[C@@H](CN(C)S(C)(=O)=O)Oc2ccc(NC(=O)CCC(F)(F)F)cc2C1=O	97	96	2	92	119	17	96	93
COc1ccccc1/C=N/NC(=O)c1[nH]c(C)c(C(=O)N/N=C/c2ccccc2OC)c1C	98	100	0	100	77	14	91	99
CC(CC(F)(F)F)N1CCC(n2nccc2NC(=O)CCOc2ccccc2)CC1 (stereo not drawn)	107	90	2	98	84	0	101	96
COc1ccc(CCNc2cc(C)nc3c(-c4ccc(Cl)cc4)cnn23)cc1OC	87	101	6	90	100	4	92	99
Cc1cnc(C(=O)Nc2ccccc2-n2cccc2)cn1	92	100	2	106	86	-6	92	96
Cc1ccc(S(=O)(=O)N(C)C)cc1NC(=O)COC(=O)C1CCCC1	114	107	0	103	99	-11	103	104
CC1CC(C)CN(CCCNC(=O)C2CCCN(S(=O)(=O)N3CC(C)CC(C)C3)C2)C1 (stereo not drawn)	110	101	0	102	89	0	106	101
COc1cc(C(=O)NCCC2=CCCCC2)ccc1OCc1c(C)noc1C	109	103	1	106	122	2	97	105
O=C(N/N=C/c1ccc2c(c1)OCO2)c1ccc(Br)o1	106	102	2	107	99	-1	92	106
CC(NC(=S)Nc1c(Cl)cccc1OC(F)F)C(C)(C)C (stereo not drawn)	101	97	2	99	98	12	90	104
Cc1ccccc1C(=O)Nc1cccc(-c2ccc3nncn3n2)c1	101	104	0	89	100	-2	93	98
Cc1ccc(C(=O)NC(=S)Nc2ccccc2C)cc1	98	100	0	95	106	-15	97	102
COc1ccc(C(CNC(=O)c2cc3c(s2)CCCC3)N2CCOCC2)cc1 (stereo not drawn)	101	98	0	98	95	-8	100	98
Cc1ccc(CNC(=O)CC2C(=O)Nc3c2c(=O)n(C)c(=O)n3Cc2ccccc2)cc1 (stereo not drawn)	101	97	1	97	100	-4	98	101
O=C(Nc1ccc(S(=O)(=O)Nc2nccs2)cc1)c1cc(-c2ccncc2)nc2ccccc12	102	100	4	101	106	-16	92	95
CCOc1ccc(C(C)=O)cc1N1C(=O)C2C3C=CC(C3)C2C1=O (stereo not drawn)	112	107	20	103	93	5	101	106
Clc1ccccc1C1=Nn2c(nnc2-c2ccco2)SC1	101	107	1	99	109	-5	120	97

Sorted by molecular weight (ascending): some entries from above
SMILES	AGP1-GFP MLPCN	MEP2 TOR yeast	GRK2 inh	CIT2-GFP yeast	CR mimetic SO	VLA-4 inh	LAP4 TOR yeast	RPL19A TOR yeast
Cc1ccc(C(=O)NC(=S)Nc2ccccc2C)cc1	98	100	0	95	106	-15	97	102
O=C(N/N=C/c1ccc2c(c1)OCO2)c1ccc(Br)o1	106	102	2	107	99	-1	92	106
Cc1ccc(S(=O)(=O)N(C)C)cc1NC(=O)COC(=O)C1CCCC1	114	107	0	103	99	-11	103	104

Returning to the listing, repeating the four entries before the break.
SMILES	AGP1-GFP MLPCN	MEP2 TOR yeast	GRK2 inh	CIT2-GFP yeast	CR mimetic SO	VLA-4 inh	LAP4 TOR yeast	RPL19A TOR yeast
Cc1ccc(CNC(=O)CC2C(=O)Nc3c2c(=O)n(C)c(=O)n3Cc2ccccc2)cc1 (stereo not drawn)	101	97	1	97	100	-4	98	101
O=C(Nc1ccc(S(=O)(=O)Nc2nccs2)cc1)c1cc(-c2ccncc2)nc2ccccc12	102	100	4	101	106	-16	92	95
CCOc1ccc(C(C)=O)cc1N1C(=O)C2C3C=CC(C3)C2C1=O (stereo not drawn)	112	107	20	103	93	5	101	106
Clc1ccccc1C1=Nn2c(nnc2-c2ccco2)SC1	101	107	1	99	109	-5	120	97
Cc1cccc(NC(=O)CSc2nnc(Cn3nnc(-c4ccccc4)n3)n2-c2ccccc2)c1	104	95	0	102	94	5	90	102
CCOC(=O)N1CCN(Cc2ccccc2Cl)CC1	102	102	1	102	113	14	106	102
O=C(O)/C=C\C(=O)Nc1ccc(N2CCN(c3ccc(Cl)c(Cl)c3)CC2)cc1	100	101	0	105	109	-6	99	97
CCCn1c(N)c(C(=O)CN(C)CC(=O)Nc2ccc(F)cc2)c(=O)[nH]c1=O	111	103	0	111	100	-21	116	106
COC(=O)c1sc2nc(CN3CCOCC3)nc(N3CCOCC3)c2c1C	98	101	1	96	99	-4	108	99
N=c1c(C(=O)NCC2CCCO2)cc2c(=O)n3ccccc3nc2n1Cc1ccco1 (stereo not drawn)	88	109	2	99	103	-4	104	102
COc1ccc(C2(C(=O)N3CCOCC3)CCCC2)cc1	95	99	0	95	99	-2	112	94
Cc1nc(SCC(=O)N2CCCc3ccccc32)c2oc3ccccc3c2n1	96	94	0	93	134	-4	97	95
CCCCCCCCNC1=CC(=O)CC(C)(C)C1	103	105	3	93	108	12	110	101
Cn1c(=O)c2c(nc(CN3CCN(c4ccccc4)CC3)n2CCCc2ccccc2)n(C)c1=O	94	96	0	92	97	-3	94	98
COc1ccc(CN(C(=O)Cn2nnc(-c3ccc(C)o3)n2)C(C(=O)NCC2CCCO2)c2ccco2)cc1 (stereo not drawn)	109	110	2	113	103	10	88	110
COc1ccccc1-n1c(Cc2cccs2)n[nH]c1=S	105	106	0	107	127	-5	99	104
CCCCCCCCS(=O)c1sc2nc3c(cc2c1N)CCCC3 (stereo not drawn)	111	104	3	95	117	-7	107	106
COc1ccc2c(c1)c(C(=O)CN1CCN(Cc3ccccc3)CC1)c(C)n2C	106	101	1	103	84	-3	105	104
CN(Cc1cccc(F)c1)C(=O)Cc1ccc(S(=O)(=O)N2CCOCC2)s1	109	95	3	107	105	-1	94	97
O=C(N/N=C/c1c[nH]c2ccccc12)c1ccccc1	100	105	2	96	100	4	98	103
COc1ccc(NC(=O)c2onc(C)c2Cl)cc1OC	101	104	3	101	95	23	103	101
CC(=O)c1cnc2nc(SCc3ccccc3C)nn2c1C	99	105	2	101	103	-10	110	99
NS(=O)(=O)c1ccc(CCNC(=O)CNCCc2ccc(C(F)(F)F)cc2)cc1	106	97	0	108	101	7	101	99
FC(F)(F)c1ccccc1Nc1nccs1	104	107	1	110	101	18	105	101
O=C(NCCN1CCOCC1)Nc1ccc(F)cc1	101	106	3	104	94	6	101	104
O=C1c2ccccc2C(=O)N1CN(C(=O)c1ccccc1)c1ccc(O)cc1	102	110	1	118	92	-1	86	114
FC(F)Oc1ccc(-c2csc(NNC3=NCCCCC3)n2)cc1	100	100	0	102	104	4	100	97
CCN(C(=O)[C@@H]1CCCN1C(=O)c1cccs1)c1nc2cc(Cl)ccc2s1	105	96	1	93	99	2	116	100
CCOC(=O)c1cc(-c2ccc([N+](=O)[O-])cc2)nc2c1c(=O)[nH]c(=O)n2Cc1ccccc1	99	101	5	104	101	-2	92	105
Nc1nc2ccc(C(=O)N3CCCCC3)cc2s1	100	99	0	108	115	4	91	101
COc1ccc(OC)c(N(CC(=O)Nc2cccnc2)S(=O)(=O)c2ccc(OC)c(OC)c2)c1	97	95	2	98	117	29	91	98
CC(NC(=O)COc1ccccc1)C(c1ccccc1)N1CCN(C)CC1 (stereo not drawn)	93	98	0	88	117	17	90	96
CCOP(=O)(OCC)C(Nc1cccc([N+](=O)[O-])c1)c1ccccc1 (stereo not drawn)	108	95	0	95	99	10	103	98
Cc1noc(NC(=O)c2ccccc2)c1C#N	98	89	1	102	86	-3	93	96
COc1cccc(CNC(=O)CC2Sc3ccccc3NC2=O)c1 (stereo not drawn)	107	100	2	100	87	1	104	101
CSc1nsc(N/N=C/c2ccccc2)c1C#N	91	92	0	87	93	18	104	97
CC(OC(=O)c1ccc2c(c1)OCCO2)C(=O)NC1CCCCC1C (stereo not drawn)	106	104	0	101	114	8	109	101
COc1ccc2cc3cc(C(=O)Nc4ccccc4N4CCN(C)CC4)oc3nc2c1	94	99	1	86	107	0	90	102
Cn1c(=O)cc(OCC(=O)NCCCN2CCN(Cc3ccccc3)CC2)c2ccccc21	101	111	0	101	101	7	100	100
CCOC(=O)Cc1csc(NC(=O)CSc2nnnn2-c2ccc(CC)cc2)n1	94	100	0	94	106	6	103	100
COc1ccc(CNC(=O)COC(=O)CC2CCCC2)cc1	97	99	0	102	97	5	89	106
CCCn1c(SCC(=O)c2cc(C)n(-c3ccc4c(c3)OCO4)c2C)n[nH]c1=O	100	105	2	108	117	10	101	98
O=C(CC1CCCCC1)NCc1ccc(F)cc1	106	92	0	96	110	-7	98	92
COC(=O)c1cccc(NC(=O)CSCc2ccccc2)c1	96	110	2	98	116	8	103	102
Cc1onc(-c2ccccc2)c1C(=O)/C=C/N(C)C	109	80	1	108	102	2	100	92
Cn1c(C=O)c(C#Cc2ccccc2)c2ccccc21	100	82	3	96	106	0	94	95
C=CCN1C(=O)C(CC(=O)Nc2ccccc2)SC1=Nc1c(C)n(C)n(-c2ccccc2)c1=O (stereo not drawn)	104	105	3	110	89	-4	98	104
Cc1cc(C)c2cc(C#N)c(N3CCCN(C(=S)NCCCN(C)C)CC3)nc2c1	98	95	0	91	93	7	96	99

Bioassay records (PubChem)
